PLK1 PBD block: blocks phosphopeptide binding to human PLK1 polo-box domain; P53350; Plk1 PBD binding of FITC phosphopeptide, fluorescence polarization; Potency, µM, inactives show max response, negative = inhibition, actives largely listed as inhibitors; actives 2.8% (n = 360,000); also: potency is read from the fitted curve at half-maximal effect; series mostly up to about 57 µM; % is scaled to controls: 0 for no effect and ±100 for the full control effect; nearly all actives have a fitted effect of over 65% in size
GLP-1R agonist: GLP-1 receptor (human) agonism; P43220; HEK293 GLP-1R CRE-luciferase, luminescence, 4-6 h; cells express a hypersensitive GLP-1R form; Potency, µM (titrated, usually from 45.6 µM), for the others: at the top dose activation, usual class: activators; actives 0.007% (n = 380,000); also: potency is read from the fitted curve at half-maximal effect; % of control where 0% means no effect
EPAC1 antag: EPAC1 (human) antagonism | O95398 | EPAC1 GEF assay, Rap1b-BODIPY-GDP exchange fluorescence | Potency, µM (series often up to 115 µM), without a hit: at the top dose activity change, negative = inhibition, actives largely listed as inhibitors | actives 0.14% (n = 360,000);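 also: potency is read from the fitted curve at half-maximal effect; plate controls were vehicle for no effect and positive control for full effect; nearly all actives have a fitted effect of over 50% in size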
GLP1R cytotox: cytotoxicity in counter-screen for GLP-1R inverse agonists | HEK293 cAMP-luciferase reporter cells, luminescence, 24 h | Potency, µM (highest dose often 38.3 µM), without a hit: at the highest dose activity change, negative = inhibition, actives largely listed as inhibitors | actives 0.13% (n = 410,000);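 also: loss of luciferase light is scored as toxicity; potency is read from the fitted curve at half-maximal effect; % is scaled to controls: 0 for no effect and ±100 for the full control effect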
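1536-well qHTS counterscreen of the MLSMR; 200 cells/uL, 12 h pre-incubation, 23 nL cpd, 24 h at 37 deg C 5% CO2, luciferase detection reagent, 12 min RT, luminescence. Inhibition = undesired.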
PTHR1 agonist: PTHR1 (human) receptor agonism. Q03431. HEK293 GP2 PTHR1 cells, GloSensor cAMP luminescence, 1 h. Potency, µM (highest dose often 115 µM), without a hit: top-dose activation, hits mostly activators. actives 0.075% (n = 410,000); also: potency is read from the fitted curve at half-maximal effect; nearly all actives have a fitted effect of over 55% in size; some results filed as inactive show a strong effect at the top dose; inactives centre near -15; many of its hits are not listed in these tables
Target sequence (Q03431 whole entry, looked up): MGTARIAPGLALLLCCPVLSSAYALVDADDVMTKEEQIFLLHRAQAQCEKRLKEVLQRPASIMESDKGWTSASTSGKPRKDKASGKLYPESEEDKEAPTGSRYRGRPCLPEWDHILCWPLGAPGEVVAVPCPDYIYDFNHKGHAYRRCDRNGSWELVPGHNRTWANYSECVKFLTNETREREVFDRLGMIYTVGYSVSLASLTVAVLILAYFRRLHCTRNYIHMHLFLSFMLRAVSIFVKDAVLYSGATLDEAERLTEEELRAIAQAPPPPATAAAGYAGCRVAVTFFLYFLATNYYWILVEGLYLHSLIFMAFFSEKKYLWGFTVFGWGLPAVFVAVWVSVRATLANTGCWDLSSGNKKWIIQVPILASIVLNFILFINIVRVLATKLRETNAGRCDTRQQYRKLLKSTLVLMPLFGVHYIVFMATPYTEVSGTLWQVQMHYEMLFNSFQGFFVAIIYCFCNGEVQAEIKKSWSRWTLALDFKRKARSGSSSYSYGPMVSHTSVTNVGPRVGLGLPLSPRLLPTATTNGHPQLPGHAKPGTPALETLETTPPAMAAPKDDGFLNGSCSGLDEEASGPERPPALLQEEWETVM
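HEK-293-derived GP2 cells expressing PTHR1 and a GloSensor cAMP reporter, 3,000/well, plated overnight, given luciferin plus IBMX (each 0.5 mM as added) for 1 h at 37 °C, then compound for 1 h at 37 °C. Luminescence was read after 15 min at room temperature.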
EPAC1 ag: EPAC1 (human) agonism; EPAC1 agonist qHTS, biochemical assay; response scale: 100% = response to 6.5 mM cAMP; Potency, µM (titrated, usually from 154 µM), without a hit: at the highest dose activation, hits mostly activators; actives 0.073% (n = 360,000); AID 720707; also: potency is read from the fitted curve at half-maximal effect; nearly all actives have a fitted effect of over 60% in size
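Nucleotide exchange assay: 100 nM EPAC1 with 250 nM Rap1B loaded with BODIPY-GDP and 50 uM GDP, room temperature. Fluorescence (480/540 nm) read every 5 min for 30 min; signal change normalized to 6.5 mM cAMP as full agonist.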
GLP1R inv ag: acts as inverse agonist at human GLP-1 receptor. P43220. HEK293 GLP-1R CRE-luciferase, luminescence, 24 h; GLP-1R form is constitutively active. Potency, µM (highest dose often 38.3 µM), for inactives: top-dose activity change, negative = inhibition, hits mostly inhibitors. actives 1.6% (n = 410,000); also: potency is read from the fitted curve at half-maximal effect; % is scaled to controls: 0 for no effect and ±100 for the full control effect; nearly all actives have a fitted effect of over 55% in size
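Stable HEK293 clone (constitutively active GLP-1R + cAMP-response luciferase); 200 cells/uL plated, 12 h pre-culture, compound 24 hr, 37 deg C/5% CO2; detection reagent 12 min RT; luminescence.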
IL-2 act: activators of IL-2 | IL-2 activation reporter assay, cell-based qHTS; stimulated with anti-CD3/CD4/CD28 beads; in transgenic mouse T cells | activation, % (series mostly up to about 46 µM) | actives 0.065% (n = 360,000) | AID 652025; in the data active = activation above about 50%; inconclusive = mostly about 30% to 49%; also: 0% is about no effect
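Unstimulated transgenic mouse T cells, 750 per well, received compound and, after 60 minutes, anti-CD3/anti-CD4 bead plus anti-CD28 stimulation. EGFP and DsRed were quantified after 18 hours.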
PI5P4K alpha inh: PI5P4K alpha (human) kinase inhibition | actives 1.2% (n = 330,000) | PI5P4Kalpha enzyme, ADP-Glo luminescence, 60 min; active compounds read low | max response, % | P48426 | AID 652105; active = max response of -50% or lower; inconclusive = between -30% and -50%; inactive = -30% or higher; also: value at the top dose of about 77 µM; % is scaled to controls: 0 for no effect and ±100 for the full control effect
Target sequence (P48426 whole entry, looked up): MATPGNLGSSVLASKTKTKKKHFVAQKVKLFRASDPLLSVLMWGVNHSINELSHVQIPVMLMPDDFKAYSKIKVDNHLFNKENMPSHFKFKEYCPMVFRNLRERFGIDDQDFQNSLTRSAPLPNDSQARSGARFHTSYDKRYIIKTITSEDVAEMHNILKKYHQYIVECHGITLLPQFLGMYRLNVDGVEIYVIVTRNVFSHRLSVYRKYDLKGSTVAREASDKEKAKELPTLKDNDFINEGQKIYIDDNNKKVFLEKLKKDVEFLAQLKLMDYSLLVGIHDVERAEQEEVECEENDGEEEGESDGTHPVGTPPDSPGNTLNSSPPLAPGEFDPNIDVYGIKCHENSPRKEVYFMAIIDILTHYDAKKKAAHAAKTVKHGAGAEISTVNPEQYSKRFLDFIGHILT
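ADP-Glo luminescence end-point after a 60 min room-temperature kinase reaction. PI5P4Kalpha and substrate in HEPES pH 7.4 buffer with EGTA, 0.1% CHAPS and 5% DMSO; ATP at 5 microM final.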
* = called active by the depositor; i = inactive; ? = inconclusive; / = no result given; [ ] = remark or other dose. Unless noted, calls follow the shape of the dose curve; as a rule, active = well fitted curve in the direction sought with a large enough effect; inconclusive = small, poorly fitted or top-dose-only effect, or another doubt; inactive = no such curve, though single readings can be large; an effect the other way counts as inactive or inconclusive.

SMILES	PLK1 PBD block	GLP-1R agonist	EPAC1 antag	GLP1R cytotox	PTHR1 agonist	EPAC1 ag	GLP1R inv ag	IL-2 act	PI5P4K alpha inh
CCOC(=O)c1cc(OC(=O)c2ccc(Cl)cc2)n(-c2ccccc2)n1	/	4%	/	0%	-6%	/	11%	/	/
CS(=O)(=O)N1CCCC(C(=O)Nc2cccc(F)c2)C1 (stereo not drawn)	-2%	0%	-1%	8%	-17%	0%	6%	0.8	6
COc1ccc(C(=O)COC(=O)COc2cccc3c2OC(C)(C)C3)c(OC)c1	1%	13%	-16%	-4%	i	9%	10%	-1.4	6
COC(=O)CSc1[nH]c2ccc(Br)cc2c1[N+](=O)[O-]	-10%	1%	-7%	1%	0%	8%	6%	0.1	0
O=C(NCCCn1ccnc1)c1cn(-c2ccccc2)nc1-c1ccc(F)cc1	-12%	4%	-3%	-11%	14%	11%	-29%	-3.9	/
Cc1ccc2c(c1)N(CCCC(=O)NCCCN1CCCC1=O)C(=O)CO2	3%	0%	2%	2%	-9%	7%	-20%	-2.7	2
O=C(Cc1ccccc1)Nc1cccc(NC(=O)c2cccs2)c1	-3%	12%	8%	15%	i	11%	13µM*	2.9	-4
Cc1ccc(C)c(N(C(=O)Cc2cccs2)C(C(=O)NC2CCCC2)c2ccc(C)o2)c1 (stereo not drawn)	0%	-2%	9%	-13%	2%[57.5 µM]	8%	-2%	0.5	/
Cc1cn([C@H]2C[C@H](O)[C@@H](CNCc3ccc(N4CCN(C)CC4)cc3F)O2)c(=O)[nH]c1=O	-9%	-6%	14%	-17%	-22%	-12%	-17%	-2.0	-8
CC(c1ccccn1)N(C)C(=O)c1ccc2nc(Cc3ccccc3F)oc2c1 (stereo not drawn)	-3%	13%	-27%	17%	-21%	26%	17%	-0.2	4
CN1CCN(/C=N/c2c(C#N)cnn2C)CC1	-7%	0%	-7%	6%	i	-2%	7%	0.8	-7
O=C(O)C1CC(=O)N(CCc2ccccc2)C1 (stereo not drawn)	-11%	-1%	3%	29%	-10%[57.5 µM]	3%	19%	-3.1	-1
CCCCOc1ccc(-c2ncc(N)cn2)cc1	-12%	4%	-9%	6%	-76%[inhibitor]	1%	5%	0.4	4
Cc1[nH]nc(SCC(=O)NCC(C)C)c1[N+](=O)[O-]	-8%	3%	-7%	4%	-2%	9%	-15%	-0.3	1
Cc1ccc(S(=O)(=O)N(C)C)cc1NC(=O)c1cncc(Br)c1	-14%	-3%	0%	-24%	i	5%	?	-0.9	0
N#Cc1ccccc1NC(=O)CSc1nccn1CCc1ccccc1	-6%	6%	9%	6%	-4%[57.5 µM]	1%	5%	-0.1	/
Cc1ccc(C(=O)/C=C/c2cc(C#N)n(C)c2C)cc1	1%	13%	-16%	?	-13%	-2%	9%	-2.0	30
O=C(CNc1ccccc1C(=O)O)c1ccccc1	-15%	-4%	2%	14%	i	2%	4%	-0.8	-8
CN(CC(=O)Nc1ccccc1Br)C(=O)c1ccccc1Cc1ccccc1	-5%	-3%	4%	7%	-28%	-10%	?	-0.6	2
CC(=O)N1N=C(N)SC1c1ccc(Cl)c(Cl)c1 (stereo not drawn)	-6%	-5%	-14%	2%	-18%	-7%	-16%	0.8	3
Cc1ccc(NC(=O)CCCC2CCCCC2)c(O)c1	1%	17%	11%	-24%	-5%	-4%	?	-2.4	-5
Cc1cc(C)n2c(SCc3c(C)noc3C)nnc2n1	-4%	12%	2%	-1%	8%[57.5 µM]	-5%	8%	0.4	6
COCCN(C(=O)COC(=O)CCc1c[nH]c2ccccc12)c1c(N)n(Cc2ccccc2)c(=O)[nH]c1=O	-8%	-10%	-11%	8%	i	0%	-8%	-0.9	-1
CCNC(=S)N/N=C(\C)c1ccc2ccccc2c1OC(F)F	-13%	21%	-6%	?	-13%	4%	?	-5.4	-1
C=CCSC1=C(C#N)C(c2cccc(OC)c2)CC(=O)N1 (stereo not drawn)	-30%	-4%	0%	-4%	-2%	0%	10%	-3.1	1
CN1CCN(CCOc2ccc(Cl)c(Cl)c2)CC1	4%	-5%	6%	-8%	-17%	-11%	?	0.3	-9
O=C(CCN1C(=O)C2CCCCC2C1=O)Nc1cc([N+](=O)[O-])ccc1Cl (stereo not drawn)	-2%	12%	9%	-12%	-9%	-22%	-9%	0.4	-10
COc1ccccc1C(CNC(=O)CSc1ccc2ccccc2c1)N(C)C (stereo not drawn)	-5%	0%	3%	-4%	-18%	1%	?	-1.1	10
CCCNC(=O)C1(C)CCCN(C(=O)COc2ccc(C(C)(C)C)cc2)C1 (stereo not drawn)	-6%	2%	-15%	1%	1%	-4%	-15%	-0.2	5
COc1ccc(-c2sc3ccccc3c2-c2ccc(OC)cc2F)cc1	-2%	2%	3%	5%	-13%	9%	?	-0.1	34
NNC(=O)CSCc1nc(-c2ccc(Cl)cc2)cs1	-7%	23%	3%	8%	-15%	10%	-22%	-0.7	5
Oc1ccc(Nc2nc(-c3ccccc3)nc3ccccc23)cc1	3%	10%	-21%	-7%	i	8%	?	-3.6	-1
CCOC(=O)C1C(c2ccc(O)cc2)NC(=O)NC1(O)C(F)(F)F (stereo not drawn)	-1%	-5%	-3%	-12%	i	-4%	8%	0.4	0
Cc1ccc(NC(=O)c2ncn(CC(=O)N[C@H](CO)Cc3c[nH]c4ccccc34)n2)cc1C	-10%	4%	-9%	1%	-2%	2%	-5%	0.6	0
O=C1CSC(c2ccc(Cl)cc2)N1 (stereo not drawn)	?	-8%	3%	9%	i	2%	0%	-3.5	/
CC(C)NC(=O)c1ccccc1NC(=O)C1COc2ccccc2O1 (stereo not drawn)	27µM*	15%	8%	-20%	-52%[inhibitor]	-9%	-20%	-0.9	-9
Cc1ccc(-n2c(Cn3ncc4ccccc4c3=O)n[nH]c2=S)cc1	-3%	-3%	-7%	-2%	?	-4%	-1%	1.1	-5
CN(C)c1ccc(C(=O)OCC(=O)NCCC2=CCCCC2)cc1	-6%	15%	8%	-4%	-15%	3%	-14%	-1.8	-22
COc1cc(OC)cc(C(=O)NC2CC(C)(C)NC(C)(C)C2)c1	-9%	-1%	3%	-18%	-20%	7%	-28%	0.3	4
COc1cccc(C2N(Cc3ccccc3)C(=O)C2(F)F)c1OC (stereo not drawn)	-12%	17%	6%	-1%	-13%	5%	?	-3.1	-4
O=C(CN1CCC(NC(=O)Nc2ccc(F)cc2)CC1)Nc1ccccc1[N+](=O)[O-]	-2%	17%	1%	-19%	-28%	4%	?	-0.2	2
Clc1cccc(-c2nc3ccc(Cl)cn3c2Cc2ccsc2)c1	-21%	-3%	-12%	-14%	-43%[inhibitor]	-8%	-24%	-0.1	-24
O=C(CN1CCc2cc3c(cc2C1)OCCCO3)Nc1c(F)cccc1F	-6%	-1%	6%	-3%	-17%	0%	-1%	-3.5	5
CN(Cc1ccccc1)S(=O)(=O)c1ccc(Cl)c(C(=O)N2CCC(C(N)=O)CC2)c1	2%	7%	6%	-1%	14%	9%	3%	0.0	2
CC(NC(=O)c1ccccc1F)c1nnc(SCC(=O)NC2CCCC2)n1C (stereo not drawn)	-12%	-2%	?	-7%	i	5%	0%	-1.9	3
O=S(=O)(Nc1ncnc2sc3c(c12)CCC3)c1ccc(Cl)s1	?	5%	?	65%[activator]	-41%[inhibitor]	3%	?	-1.5	-6
COc1ccc(CN(CC(=O)NC2CCCC2)C(=O)c2ccc(-c3ccccc3)[nH]2)cc1	-1%	7%	0%	-5%	-9%	2%	?	-0.6	-4
Cc1ccc(S(=O)(=O)Nc2cccc(S(=O)(=O)N3CCCC3)c2)cc1C	-5%	-2%	-10%	0%	-10%	6%	-9%	-2.8	-2
COCCn1c(-c2cccs2)csc1=Nc1cccnc1	-20%	10%	-2%	-6%	-14%	5%	1%	1.1	-7
CC(C)(C)NC(=O)NC(=O)COc1ccccc1C#N	-19%	4%	-9%	-1%	-5%[57.5 µM]	-3%	0%	-3.0	-4
COc1ccc(CN2CCNC(=O)C2CC(=O)NC2CCOCC2)c(F)c1 (stereo not drawn)	-9%	-2%	-4%	4%	-5%	8%	4%	-0.5	0
CC(=O)NC12CC3CC(C1)CC(C(=O)N(C)Cc1cccc(Cl)c1Cl)(C3)C2	0%	4%	-9%	-7%	i	10%	?	-4.7	-2
CCOC(=O)C1CCN(c2nc(N)c3c(N)nc(SCC(=O)O)cc3c2C#N)CC1	11µM*	9%	?	56%[activator]	?	10%	7%	2.1	-88*
COc1ccccc1CCNC(=O)C1CCCO1 (stereo not drawn)	-8%	1%	5%	4%	?	-7%	7%	-0.4	/
CCOC(=O)C(C)c1nc2ccccc2[nH]c1=O (stereo not drawn)	1%	1%	-4%	-6%	i	-8%	0%	-2.0	/
COc1ccc(NC(=O)CN(C)C(=O)c2ccc(-c3cccc(C(F)(F)F)c3)o2)cc1	-8%	1%	-8%	5%	-1%	-17%	-19%	-4.7	14
Cc1cc(NC(=O)CN2C(=O)/C(=C/c3ccc(C(C)C)cc3)SC2=S)no1	2%	-2%	6%	1%	-20%	-3%	8%	-0.2	1
C#CCN1C(C)=C(C(=O)OC)C(c2cccc([N+](=O)[O-])c2)C(C(=O)OCC)=C1C (stereo not drawn)	-2%	-2%	5%	-6%	i	-29%	?	-0.3	5

Arranged by the number under PI5P4K alpha inh (highest first): 3 of the compounds above.
structure	PI5P4K alpha inh
COc1ccccc1C(CNC(=O)CSc1ccc2ccccc2c1)N(C)C (stereo not drawn)	10
Cc1ccc(S(=O)(=O)Nc2cccc(S(=O)(=O)N3CCCC3)c2)cc1C	-2
COCCn1c(-c2cccs2)csc1=Nc1cccnc1	-7

High-throughput results (PubChem)

An excerpt; count on the stated rates, not on these rows.
